Screens as filed in PubChem.
AID2073: disruptors of CaV2.2 binding to Mint1 – biochemical, HTRF (AID 2073) | inhibition, % at 20 µM; hits with a dose series show IC50 in µM | 290,000 tested, 0.19% active | HTRF protein-protein interaction, Mint1-CaV2.2; higher % means a stronger effect; in the data active = inhibition mostly above about 51%, no sharp cut-off; inconclusive = no clear call, values can overlap the other calls; inactive = mostly below about 53%; also: some results filed as inactive read as strong as hits
West Nile antiviral: inhibition of WNV-induced cytopathic effect – cell-based, CPE readout (AID 1621). West Nile virus-infected cells, CPE inhibition; higher % means a stronger effect. one-dose CPE inhibition, % at 10 µM; IC50 in µM for titrated hits. 290,000 tested, 0.02% active; in the data active = a potency from the dose series; inconclusive = CPE inhibition mostly from about 3.7% at the one dose, without a potency; inactive = the rest, 99 in 100 with CPE inhibition below about 2.2%; also: strong numbers were not always called active
NOD1 inhibition: NOD1 signaling inhibitors, primary screen, cell-based, luminescence, uHTS (AID 1578); one-dose inhibition, % at 4 µM; EC50 in µM for titrated hits; NOD1-driven NF-kB luciferase reporter cells, luminescence; higher % means a stronger effect; 290,000 tested, 1% active; in the data active = inhibition mostly above about 36%, no sharp cut-off; inactive = mostly below about 34%;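 also: HEK-293T reporter cells stimulated with the NOD1 agonist gamma-tri-DAP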
Dengue-2 NS5 capping: flavivirus cap methylation enzyme inhibition – biochemical, confirmation dose response, primary screen (AID 588689); Dengue-2 NS5 methyltransferase capping enzyme assay, biochemical; higher % means a stronger effect; one-dose inhibition, % at 25 µM; IC50 in µM for titrated hits; 340,000 tested, 0.3% active; in the data active = a potency from the dose series; inconclusive = inhibition above about 29% without an active follow-up result
HIV peptide binding: inhibitors of HIV fusion peptide binding, primary screen, biochemical, uHTS, fluorescence dequenching (AID 1986). one-dose inhibition, % at 20 µM; IC50 in µM for titrated hits. 290,000 tested, 0.3% active. cell-free peptide binding, fluorescence dequenching, 30 min; higher % means a stronger effect; in the data active = inhibition mostly above about 52%, no sharp cut-off; inactive = mostly below about 76%; also: some results filed as inactive read as strong as hits
KOR beta-arrestin-1: KOR agonists, beta-arrestin recruitment, primary screen, cell-based, luminescence, uHTS (AID 1777); KOR beta-arrestin recruitment, luminescence; higher % means a stronger effect; activation, % at 10 µM; hits with a dose series show EC50 in µM; 280,000 tested, 0.02% active; in the data active = activation above about 50%, passing the limit was not always enough; also: a part of the inactive calls stands beside numbers as strong as those of hits
NOD2 inhibition: NOD2 signaling inhibitors, cell-based, luminescence, uHTS, HEK293 (AID 1566); HEK293 NOD2/NF-kB luciferase reporter, luminescence; higher % means a stronger effect; inhibition, % at 4 µM; hits with a dose series show EC50 in µM; 290,000 tested, 0.63% active; also: many of its hits are not listed in these tables
KOR beta-arrestin-2: kappa opioid receptor blockers – cell-based, luminescence, uHTS (AID 1778); inhibition, % at 10 µM, or IC50 in µM where a hit was titrated; KOR beta-arrestin recruitment, luminescence, antagonist mode; higher % means a stronger effect; 290,000 tested, 0.091% active; also: strong numbers were not always called active
Yfh1-off respiration: enhancers of respiration in Yfh1-depleted yeast, dose response, Friedreich's ataxia, plus single-dose screen (AID 1465); 220,000 tested, 0.074% active; one-dose fold induction at 50 µM; EC50 in µM for titrated hits; S. cerevisiae Yfh1-off respiration, WST-1 reduction, 72 h; higher fold induction means a stronger effect;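 active = fold induction of absorbance versus untreated yeast above a set limit, then at least 30% activation at any dose in follow-up; inconclusive = repeats straddling the limit, or above it without dose testing; inactive = fold induction below the set limit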;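 also: activators that raise dye reduction in frataxin-depleted yeast; strong numbers were not always called active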
Dengue-2 NS5 capping pilot replicate: further read-out of Dengue-2 NS5 capping, marked with its call; inhibition, %; measured here: pilot screen replicate inhibition
* hit, by the source's call; i = inactive; ? = inconclusive; . = no result given; [ ] = remark or other dose. Rule as the data show it, unless noted: active = inhibition above about 50%; inactive = the rest.

SMILES	AID2073	West Nile antiviral	NOD1 inhibition	Dengue-2 NS5 capping	HIV peptide binding	KOR beta-arrestin-1	NOD2 inhibition	KOR beta-arrestin-2	Yfh1-off respiration	others
COc1cc(O)c(C(=O)/C=C/c2ccccc2)c(OC)c1	-4%	3.0%	1%	-13%	-1.5%	1.1%	-43%	26%	i
COc1ccc(CN(N=O)C2CC(=O)N(c3ccc(OC)cc3)C2=O)cc1 (configuration not stated)	-6%	0.0%	-8%	.	-0.3%	-2.2%	9%	14%	i
Cc1nc2sc3c(c2c(=O)n1/N=C/c1ccco1)CCCC3	-1%	0.4%	-29%	-6%	-0.4%	-0.1%	-18%	-1%	i
O=C(/C=C/c1cccc(Br)c1)N1CCN(c2ccccn2)CC1	-5%	-0.4%	-8%	-4%	-1.1%	-0.2%	15%	3%	i
COc1ccc(Cl)cc1NC(=O)CCc1ccccc1	-5%	0.0%	-10%	-2%	-1.7%	-4.1%	9%	-5%	i
C=CCNC(=O)N1CCc2[nH]c3ccc(F)cc3c2C1	-8%	-0.2%	-12%	10%	2.4%	0.2%	-4%	-17%	.
CSc1ccccc1NC(=O)c1cccs1	5%	0.0%	-13%	-1%	1.6%	-2.0%	15%	1%	i
CC(Oc1ccc(Cl)cc1Cl)C(=O)NCCCCc1ccccc1 (configuration not stated)	-3%	-1.3%	-8%	1%	-0.6%	-2.9%	-6%	-9%	i
CC(C)Cn1c(=O)c2c(nc3n2CCCN3CCc2ccccc2)n(C)c1=O	2%	1.4%	9%	.	12%	-0.9%	18%	2%	i
COc1ccc2c(c1)c1ncn(Cc3ccc(F)cc3)c(=O)c1n2C	-3%	-0.3%	-13%	.	0.4%	3.4%	-12%	-5%	i

The final 2 compounds of the part above open the next one.
SMILES	AID2073	West Nile antiviral	NOD1 inhibition	Dengue-2 NS5 capping	HIV peptide binding	KOR beta-arrestin-1	NOD2 inhibition	KOR beta-arrestin-2	Yfh1-off respiration	others
CC(C)Cn1c(=O)c2c(nc3n2CCCN3CCc2ccccc2)n(C)c1=O	2%	1.4%	9%	.	12%	-0.9%	18%	2%	i
COc1ccc2c(c1)c1ncn(Cc3ccc(F)cc3)c(=O)c1n2C	-3%	-0.3%	-13%	.	0.4%	3.4%	-12%	-5%	i
COc1ccc(C(C)NC(=O)C2CCCO2)cc1OC (configuration not stated)	8%	0.0%	-13%	1%	-1.7%	11%	-10%	-8%	i
COc1cccc(NC(=O)Nc2c(C)n(C)n(-c3ccccc3)c2=O)c1	1%	0.0%	2%	2%	21%	.	14%	9%	i
COc1ccc(C(=O)Cn2c(NCCCO)nc3ccccc32)cc1OC	-1%	-1.7%	18%	-1%	1.0%	0.5%	12%	-16%[20 µM]	.	Dengue-2 NS5 capping pilot replicate=0.3
COc1ccccc1N1CCN(CC(=O)NCc2ccc(Cl)cc2)CC1	-5%	-1.3%	-24%	-1%	0.2%	1.5%	-9%	-23%	.	Dengue-2 NS5 capping pilot replicate=-2.1
O=C(O)c1cccc([N+](=O)[O-])c1C(=O)Nc1nc2ccccc2s1	0%	0.3%	11%	-8%	0.4%	-0.4%	-16%	-37%	i
O=C(CSc1cccc2cccc(Cl)c12)OCC(=O)N1CCN(C(=O)c2ccco2)CC1	9%	.	-10%	4%	7.7%	5.3%	1%	-23%	.
COc1ccc(N2CCN(C(=O)C(=O)c3c(C)[nH]c4ccccc34)CC2)cc1	5%	-0.7%	-24%	-3%	-1.8%	-6.0%	3%	12%	.
Cc1ccc(-c2cc(C(=O)NC3CCCCC3)no2)cc1	11%	0.0%	-42%	-12%	-2.4%	-2.7%	-37%	10%	.
CCOC(=O)N1CCN(CC(=O)Nc2ccc(F)c(F)c2)CC1	-3%	0.4%	11%	-3%	0.3%	8.1%	11%	-27%	i
c1ccc(COc2ccc(CNCc3cccnc3)cc2)cc1	-4%	-1.4%	-24%	1%	-0.7%	-1.9%	-24%	-51%[20 µM]	i
COc1ccc(NC(=O)C2CCCNC2)cc1OCC(C)C (configuration not stated)	-18%	-0.2%	4%	3%	-2.4%	-6.4%	6%	-3%	i
CC(C)CC(COCc1cccc(Cl)c1)N1CCN(C(=O)c2cccc(C(F)(F)F)c2)CCC1=O (configuration not stated)	3%	-0.7%	-1%	1%	-1.9%	0.6%	-15%	4%	i
CCCCNC(=O)CSc1nc(CCC)nc2ccccc12	12%	-0.1%	1%	-11%	-0.2%	0.1%	-10%	-34%	i
CC(C)(C)NC(=O)NC(=O)COC(=O)Cc1c(F)cccc1Cl	0%	0.1%	-8%	-1%	0.2%	3.8%	5%	-31%	i
Cc1ccc(S(=O)(=O)N[C@H](C(=O)OCC(=O)N2N=C(c3ccc(Cl)cc3)CC2c2ccco2)C(C)C)cc1 (some centres not stated)	42%	-0.7%	-33%	-6%	47%	0.8%	-4%	-23%	i
COc1cccc(N/C=C/C(=O)c2ccc(OC)c(OC)c2)c1	?	0.0%	-24%	0%	0.7%	-0.3%	-17%	-6%	.
O=C(Nc1ccccc1N1CCN(C(=O)c2ccccc2)CC1)c1ccco1	9%	0.3%	-5%	-4%	-1.6%	-2.3%	9%	-9%	.
Cc1ccc(CSc2nc3[nH]ncc3c(=O)[nH]2)cc1	7%	.	-47%	-6%	-1.1%	-3.7%	-36%	-8%	.
C[N+](C)(CC#Cc1ccccc1)CC(=O)c1ccc(Cl)cc1	9%	0.1%	-11%	-3%	-1.2%	6.2%	-6%	26%	i
Cc1ccc(C(=O)NN2C(=O)/C(=C/c3cccn3C)SC2=S)cc1	-1%	-1.6%	-24%	-29%	24%	-0.8%	11%	-27%	i
COc1ccc(C)cc1Nc1nc(-c2c(C)[nH]c3ccccc23)cs1	-1%	-0.8%	-16%	-6%	14%	6.4%	-3%	-7%	i
Cc1ccc(-c2csc(N(CCO)CCCn3c(C(F)(F)F)nc4cc(C(F)(F)F)ccc43)n2)cc1	-3%	-0.7%	-7%	-13%	4.9%	-2.3%	4%	-31%[20 µM]	.
S=c1[nH]nc(-c2ccncc2)n1/N=C/C=C/c1ccco1	72%	0.7%	-6%	52%	54%	-6.2%	16%	-7%[20 µM]	i
O=C(O)c1cccc(Oc2cccc(Cl)n2)c1	15%	0.5%	-29%	5%	-0.4%	-0.4%	6%	-24%	i
Cn1cc(CCCC(=O)NCc2ccccc2)c2ccccc21	15%	-0.7%	-1%	-3%	-0.1%	-2.1%	10%	-25%	.
C/C(=N\N=C\c1ccccc1F)c1nnn(-c2nonc2N)c1C	8%	-0.9%	-13%	0%	-2.3%	-4.3%	-13%	10%	i
COc1ccc(CCN2C(=O)CC(NCCc3ccc(S(N)(=O)=O)cc3)C2=O)cc1OC (configuration not stated)	-1%	0.6%	11%	-8%	-0.5%	-7.5%	5%	0%	i
CCCCCn1c(CN2CCN(CCO)CC2)nc2c1c(=O)n(C)c(=O)n2C	0%	-0.1%	-41%	-2%	-2.2%	-5.1%	6%	24%	i
O=C(CNC(=O)c1cccs1)c1ccc(F)cc1	6%	-0.4%	-19%	0%	0.5%	5.2%	7%	-22%	i
O=C(CCCC(=O)NC1CCCCC1)Nc1ccc([N+](=O)[O-])cc1	-1%	-0.4%	-39%	.	0.4%	1.3%	-5%	-31%[20 µM]	.
Cc1cc(-c2n[nH]c(=S)n2-c2ccccc2C)cs1	6%	1.6%	0%	-10%	-1.5%	-3.2%	21%	-9%	i
Cc1[nH]nc(Nc2ccc(Br)cc2)c1[N+](=O)[O-]	42%	-0.5%	-5%	-1%	-1.2%	1.6%	2%	16%	i
Cc1cc(N)n2nc(-c3ccccc3)cc2n1	14%	-0.8%	-44%	-6%	0.1%	8.6%	-98%	-17%	i
O=C(C1=C[C@@H](c2csc3ccccc23)C[C@@H](OCCCCO)O1)N1CCN(Cc2ccc3c(c2)OCO3)CC1	8%	-0.6%	-7%	5%	0.7%	2.3%	-18%	-9%	i
COc1cccc(-n2c(SCC(=O)Nc3cc(C)on3)nc3ccccc3c2=O)c1	-9%	0.3%	10%	-1%	-2.1%	14%	16%	31%	i
COc1ccc(C)c2sc(=NC(=O)c3ccc(C(C)=O)cc3)n(C)c12	53%	-0.3%	-10%	2%	-0.3%	5.1%	1%	18%	i
CC1CCCCC1NC(=O)CSc1nnnn1-c1ccccc1 (configuration not stated)	5%	-0.6%	-3%	1%	-0.9%	3.3%	-6%	-56%	i
CC(C)C[C@H](NC(=O)N1CCn2c1nc1ccccc12)C(=O)NCCc1ccccc1	4%	-0.2%	-12%	3%	1.8%	.	-9%	.	.
CCOC(=O)C1=C(O)CSC1=Nc1ccccc1	-2%	-0.1%	-2%	2%	3.4%	4.7%	12%	23%	i
CCN(Cc1ccccc1)C(=O)c1cc(S(=O)(=O)N2CCOCC2)cn1C	4%	-0.2%	38%	3%	0.3%	-4.2%	8%	-21%[20 µM]	.
CCOC(=O)C1=C(CBr)NC(=O)NC1C (configuration not stated)	5%	0.2%	-27%	-10%	1.2%	2.3%	-1%	1%	i
COc1ccc(CCNC(=O)C/C(C)=N/NC(=O)c2ccc(Cl)cc2Cl)cc1OC	42%	0.0%	-15%	-6%	-0.7%	7.1%	4%	8%	.
CCOC(=O)C1CCN(C(c2cccc(OC)c2)c2sc3nc(C)nn3c2O)CC1 (configuration not stated)	-2%	0.1%	-18%	1%	-0.8%	-5.3%	11%	36%	i
Cn1c(C(=O)N2CCC(C(=O)NCc3ccccc3)CC2)cc2sccc21	4%	-0.2%	-7%	2%	1.1%	0.6%	6%	-22%	.
COc1ccc(OC)c(NC(=O)c2cc(S(=O)(=O)N3CCCC3)cn2C)c1	7%	-0.4%	-19%	-1%	-1.4%	-2.4%	4%	15%[20 µM]	.
COc1ccccc1NC1C=CS(=O)(=O)C1 (configuration not stated)	9%	-0.4%	-3%	-5%	-2.2%	-4.4%	-1%	17%	i
Cc1ccc(C(=O)N/C(=C\c2ccc(Cl)cc2)C(=O)NCC2CCCO2)cc1 (configuration not stated)	-10%	-1.0%	-25%	-15%	0.0%	0.2%	4%	14%	i
COc1ccc(-c2c3c(nc4sc5c(Cl)nc(C)nc5c24)CCC3)cc1	0%	-0.2%	-68%	2%	19%	0.8%	4%	47%	i
COc1ccc(CCC(=O)N2CCN(c3ccccc3)CC2)cc1OC	3%	0.8%	-5%	-1%	-1.2%	-1.5%	8%	1%	.
CNc1ccc(OC)cc1-n1cnc(-c2ccc([N+](=O)[O-])cc2)c1	-6%	-0.1%	74%	2%	-0.5%	3.6%	4%	-13%	.

Next records:
SMILES	AID2073	West Nile antiviral	NOD1 inhibition	Dengue-2 NS5 capping	HIV peptide binding	KOR beta-arrestin-1	NOD2 inhibition	KOR beta-arrestin-2	Yfh1-off respiration	others
COc1ccc2oc(C(=O)OCC(=O)NC(=O)c3ccccc3)c(C)c2c1	25%	-0.1%	-36%	4%	2.7%	8.5%	-5%	-24%	.
COc1cc(-c2ccc(Nc3ccccc3C(=O)O)c(OC)c2)ccc1Nc1ccccc1C(=O)O	7.6µM*	2.1%	12%	19µM*	61%*	-5.0%	-3%	34%	i
O=C(/C=C/c1ccc(F)cc1)NC(=S)NC1CCCCC1	-2%	0.9%	36%*	-5%	0.6%	10%	27%	4%	i
CN(C(=O)COC(=O)c1ccccc1SCC(=O)N1CCCC1)c1ccccc1	32%	0.0%	8%	3%	1.5%	0.8%	20%	-10%	.

Only part of the results is shown; rates above refer to the full screens.
